# Screening results as filed in PubChem BioAssay.
# S100A4 MyoIIA = inhibitors of S100A4-myosin IIA peptide binding, primary screen, biochemical, fluorescence polarization, TAMRA-MyoIIA peptide; Protein S100-A4 (Homo sapiens), P26447; inhibition, % at 10.7 µM; actives 0.14% (n = 360,000); AID 652163, 2013;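 active = mean inhibition of at least 70% across replicates, with every replicate also reaching that level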
# Target sequence (P26447 whole entry, looked up): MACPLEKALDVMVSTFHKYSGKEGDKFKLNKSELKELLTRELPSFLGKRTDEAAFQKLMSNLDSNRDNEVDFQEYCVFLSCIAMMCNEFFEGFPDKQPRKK
#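 Material: S100A4 monomer protein | Medium: HEPES pH 7.2 with CaCl2, KCl, NaCl, DTT, Triton | Reagent: Labelled myosin peptide probe, 5 nM | Doses: One dose per compound | Times: 5 min incubation before reading | Benchmarks: Neutral control DMSO, positive control TFP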
# PGC1a acetyl inh = inhibitors of PGC1a acetylation signal, primary screen, cell-based, U2OS, AlphaScreen, inhibitor mode; AlphaScreen anti-acetyl-lysine; with virally co-expressed GCN5 acetyltransferase; inhibition, % at 15.6 µM; actives 0.17% (n = 350,000);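 active = every replicate shows inhibition of at least 40%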;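 also: 0% = neutral control wells and 100% = positive control wells; some results beyond the cut were filed as inactive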
# EWS-Fli inh = EWS/Fli-driven NR0B1 reporter inhibitors, primary screen, A673 cells, NR0B1 luciferase, luminescence, MLPCN library. viability-normalised. inhibition, % at 12.6 µM. actives 0.67% (n = 350,000). AID 651661, 2012;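 active = mean inhibition of at least 50% after viability correction, with every replicate also passing that limit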;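 also: firefly luciferase signal divided by Alamar Blue viability fluorescence both relative to DMSO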
# ERAP1 inh = human ERAP1 aminopeptidase inhibitors, primary screen, biochemical, single point, plate reader. AID 652197, 2013. recombinant ERAP1, Leu-AMC fluorescence, 60 min. actives 0.15% (n = 340,000). inhibition, % at 10.7 µM;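 active = mean replicate inhibition of at least 30%, or all replicates individually reaching that 30% level; inactive = mean below 30% and not every replicate reaching it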;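 also: 0% = neutral control wells and 100% = L-leucinethiol positive control wells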
# Target sequence (Q9NZ08 whole entry, looked up): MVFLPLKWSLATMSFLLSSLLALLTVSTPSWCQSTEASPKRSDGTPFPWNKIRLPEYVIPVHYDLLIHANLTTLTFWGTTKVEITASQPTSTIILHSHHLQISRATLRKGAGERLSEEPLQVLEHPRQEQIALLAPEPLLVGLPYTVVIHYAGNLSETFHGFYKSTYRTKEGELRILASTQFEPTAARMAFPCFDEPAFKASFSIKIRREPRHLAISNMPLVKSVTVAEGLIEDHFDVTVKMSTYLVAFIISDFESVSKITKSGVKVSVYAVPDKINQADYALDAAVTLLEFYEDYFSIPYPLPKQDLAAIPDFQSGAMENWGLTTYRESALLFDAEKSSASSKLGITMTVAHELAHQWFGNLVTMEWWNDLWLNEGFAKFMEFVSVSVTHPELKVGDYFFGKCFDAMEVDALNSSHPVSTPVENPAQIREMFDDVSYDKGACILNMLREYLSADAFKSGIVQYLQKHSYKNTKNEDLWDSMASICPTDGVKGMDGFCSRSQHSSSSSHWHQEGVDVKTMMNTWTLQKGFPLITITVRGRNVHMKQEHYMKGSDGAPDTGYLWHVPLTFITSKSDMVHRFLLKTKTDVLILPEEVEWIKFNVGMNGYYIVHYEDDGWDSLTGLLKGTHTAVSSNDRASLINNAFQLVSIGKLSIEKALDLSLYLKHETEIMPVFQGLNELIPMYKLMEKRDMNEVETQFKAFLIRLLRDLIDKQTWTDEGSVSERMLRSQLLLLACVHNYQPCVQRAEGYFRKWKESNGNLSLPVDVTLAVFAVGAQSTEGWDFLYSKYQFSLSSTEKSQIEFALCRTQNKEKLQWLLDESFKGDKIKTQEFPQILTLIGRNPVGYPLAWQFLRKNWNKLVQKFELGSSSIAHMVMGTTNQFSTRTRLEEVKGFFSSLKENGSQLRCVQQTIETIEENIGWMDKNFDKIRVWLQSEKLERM
# LGR2 inh = inhibitors of bursicon-induced LGR2 CRE-luciferase signal, primary screen, cell-based, HEK293, CRE-luciferase reporter, bursicon stimulation. Drosophila bursicon receptor LGR2 (rickets). bursicon-stimulated, 4 h. inhibition, % at 9.99 µM. actives 0.35% (n = 380,000);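 active = drop in luminescence signal, shown as inhibition above about 50% in the replicate tests, limit read from the data, passing the limit was not always enough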;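 also: agonist challenge used bursicon conditioned medium at about half maximal strength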
# PAX8 reporter = inhibitors of PAX8-driven TPO luciferase reporter, primary screen, RMG-I cells, single concentration; actives 1.2% (n = 360,000); inhibition, % at 12.6 µM; SteadyGlo, 24 h; AID 652154, 2013;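 active = mean replicate inhibition at least 60% with every replicate also reaching 60%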;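 also: luciferase light reporting Pax8 driven TPO promoter activity; plate controls were median of neutral control wells for no effect and mitoxantrone controls for full effect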
# PglD DTNB = C. jejuni PglD acetyltransferase inhibitors, primary screen, biochemical, DTNB colorimetric, single point. actives 0.098% (n = 360,000). inhibition, % at 12.5 µM. UDP-N-acetylbacillosamine N-acetyltransferase PglD (Campylobacter jejuni). purified PglD enzyme, DTNB colorimetric CoA detection. AID 602405, 2012; in the data active = inhibition above about 16%, passing the limit was not always enough; also: strong numbers were not always called active
# FN deposition inh = inhibitors of fibronectin matrix deposition, primary screen, AH1F cells, Alexa488-fibronectin fluorescence, plate reader; AH1F fibroblasts, overnight; inhibition, % at 12.6 µM; actives 0.086% (n = 350,000); AID 743247, 2014;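 active = mean inhibition across replicates of 30% or more, regardless of how many single replicates reach that level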;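 also: positive control wells lacked labelled fibronectin entirely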
#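 Assay system: AH1F fibroblasts assembling fluorescent fibronectin matrix; Amount: 10000 AH1F cells per well; Buffer or medium: DMEM, 2% serum; Probe or stimulus: Alexa488-fibronectin, 24 nM final in well; Doses: single compound dose, delivered by pin transfer; Incubation: 1 h adhesion, overnight exposure; Measured by: fluorescence 485/525 nm; Read-out: fibronectin deposition inhibition.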
# * hit, by the source's call; / = no result given.
# Codes: A = S100A4 MyoIIA; B = PGC1a acetyl inh; C = EWS-Fli inh; D = ERAP1 inh; E = LGR2 inh; F = PAX8 reporter; G = PglD DTNB; H = FN deposition inh
1: Cn1c(N)c(NC(=S)NC2CCCCC2)c(=O)n(C)c1=O
  A: 0 | B: -2 | C: -1 | D: 9 | E: -1 | F: 9 | G: -1 | H: 1
2: COc1ccc(CN(C)C[C@@H]2Oc3c(NC(=O)Nc4ccc(C(F)(F)F)cc4)cccc3C(=O)N([C@@H](C)CO)C[C@@H]2C)cc1
  A: -1 | B: -9 | C: -4 | D: 1 | E: -11 | F: -7 | G: -6 | H: /
3: COc1ccc(C(=O)Nc2c(N)nc(SCC(=O)c3ccccc3)[nH]c2=O)cc1
  A: -4 | B: 6 | C: -1 | D: 3 | E: 1 | F: / | G: 0 | H: 10
4: O=C1COc2ccccc2C(c2nc3ccccc3[nH]2)N1Cc1ccccc1 (stereo unspecified)
  A: 0 | B: / | C: 2 | D: / | E: -5 | F: 5 | G: / | H: -2
5: COc1ccc(/C=C2\SC(=O)N(CCC(=O)N3CCCCC3)C2=O)cc1OC
  A: -2 | B: -7 | C: -3 | D: -4 | E: -22 | F: 2 | G: -2 | H: -5
6: CCOC(=O)N1CCN(Cc2nc3c(c(=O)[nH]c(=O)n3C)n2CCCc2ccccc2)CC1
  A: -2 | B: -11 | C: 8 | D: -1 | E: -12 | F: / | G: 1 | H: /
7: Cn1c(NCCO)nc2c1c(=O)n(Cc1cccc(Cl)c1)c(=O)n2C
  A: -12 | B: 0 | C: -8 | D: -1 | E: -5 | F: 1 | G: 4 | H: 2
8: CC(=O)Nc1cccc(-c2cc(NC(C)=O)c3ncc(-c4ccc(F)cc4)n3c2)c1
  A: -1 | B: -12 | C: 5 | D: -3 | E: 8 | F: -32 | G: 1 | H: 0
9: O=C(CCCN1C(=O)/C(=C/c2cccs2)SC1=S)NNC(=O)c1ccncc1
  A: 1 | B: / | C: 10 | D: 6 | E: 9 | F: 1 | G: / | H: 4
10: Cc1cccc(CN(C)C[C@@H]2Oc3ncc(C#CCN(C)C)cc3C(=O)N([C@H](C)CO)C[C@@H]2C)c1
  A: / | B: 0 | C: -2 | D: / | E: -46 | F: -6 | G: / | H: -5
11: COc1cccc(NC(=O)CCN2C(=O)c3cccc([N+](=O)[O-])c3C2=O)c1
  A: -3 | B: 10 | C: 6 | D: -1 | E: -28 | F: 9 | G: -8 | H: 6
12: CCOC1=C/C(=C/c2c(N)n3nc(CC(=O)N4CCCCC4)sc3nc2=O)C=CC1=O
  A: -1 | B: 15 | C: / | D: 5 | E: 17 | F: -4 | G: -7 | H: -13
13: CN1CCN(C(=S)NC(=O)c2cccc([N+](=O)[O-])c2)CC1
  A: -4 | B: 6 | C: / | D: 4 | E: 6 | F: -39 | G: 0 | H: /
14: COCCNC(=O)CCn1nc(-c2ccc(C)cc2)ccc1=O
  A: -2 | B: 1 | C: 6 | D: 1 | E: 5 | F: 8 | G: -7 | H: 0
15: C[C@@H]1CN([C@H](C)CO)C(=O)c2cc(NC(=O)c3ccncc3)ccc2O[C@@H](C)CCCCO[C@@H]1CN(C)Cc1ccccc1
  A: -8 | B: 4 | C: / | D: -1 | E: 10 | F: -4 | G: 7 | H: -4
16: Cc1ccc(CNc2nc3ccccc3n3cnnc23)cc1
  A: -4 | B: 3 | C: -5 | D: 4 | E: -19 | F: -2 | G: -4 | H: 1
17: COc1cccc(C#Cc2ccc3c(c2)O[C@H](CN(C)C(C)=O)[C@@H](C)CN([C@@H](C)CO)S3(=O)=O)c1
  A: -13 | B: -8 | C: -11 | D: -1 | E: -15 | F: / | G: 0 | H: -4
18: CCCCn1cnc2c(Sc3c([N+](=O)[O-])ncn3C)nc(N)nc21
  A: 4 | B: 9 | C: -9 | D: 1 | E: 19 | F: 5 | G: -3 | H: 11
19: CN(C1CCCCC1)S(=O)(=O)c1cc2c3c(c1)CCN3C(=O)CC2
  A: 0 | B: / | C: -1 | D: 0 | E: 27 | F: 0 | G: 6 | H: 13
20: CC(C)N1CCOC1c1ccccc1 (stereo unspecified)
  A: 0 | B: / | C: -9 | D: -1 | E: 11 | F: -1 | G: -2 | H: -4
21: COc1ccc(CNS(=O)(=O)c2cccc(S(=O)(=O)N3CCOCC3)c2)cc1
  A: -1 | B: / | C: 4 | D: -1 | E: -3 | F: / | G: / | H: /
22: C[C@@H]1CN([C@H](C)CO)S(=O)(=O)c2ccc(C#Cc3ccccc3)cc2O[C@@H]1CN(C)CC1CC1
  A: 0 | B: -5 | C: 18 | D: -4 | E: 9 | F: / | G: 0 | H: 16
23: COCCNC(=O)[C@H]1[C@H](CO)[C@H]2Cn3c(ccc(-c4ccccc4F)c3=O)[C@H]2N1C(=O)C1CC1
  A: 4 | B: / | C: -5 | D: -2 | E: -3 | F: / | G: -1 | H: /
24: CCNC(=O)[C@H]1[C@H](CO)[C@H]2Cn3c(ccc(-c4cccnc4)c3=O)[C@@H]1N2Cc1ccccc1
  A: 3 | B: / | C: 6 | D: 0 | E: -15 | F: 1 | G: 0 | H: /
25: COc1ccccc1NC(=O)C1Cc2ccccc2CN1C(=O)c1ccco1 (stereo unspecified)
  A: -5 | B: -4 | C: -1 | D: 1 | E: 12 | F: 8 | G: -1 | H: 0

# Next part (two carried over from the part before).
entry	compound	S100A4 MyoIIA	PGC1a acetyl inh	EWS-Fli inh	ERAP1 inh	LGR2 inh	PAX8 reporter	PglD DTNB	FN deposition inh
24	CCNC(=O)[C@H]1[C@H](CO)[C@H]2Cn3c(ccc(-c4cccnc4)c3=O)[C@@H]1N2Cc1ccccc1	3	/	6	0	-15	1	0	/
25	COc1ccccc1NC(=O)C1Cc2ccccc2CN1C(=O)c1ccco1 (stereo unspecified)	-5	-4	-1	1	12	8	-1	0
26	O=C(NCC(=O)N1CCN(Cc2ccccc2)CC1)c1ccccc1Cl	7	/	-6	-1	9	0	-1	-2
27	CN(CC(=O)Nc1ccc(F)cc1)C(=O)COC(=O)c1cc(Br)c(Br)s1	-1	8	2	0	1	-12	-1	1
28	CS(=O)(=O)c1ccc(-c2nnc(NC(=O)C3=COCCO3)o2)cc1	3	/	5	-5	0	3	1	0
29	Cc1ccc(S(=O)(=O)C2(C(=O)Nc3ccc(C(C)C)cc3)CC2)cc1	3	-10	-31	/	-23	-33	3	2
30	Cc1ccc(OC(=O)C2c3ccccc3Oc3ccccc32)cc1C	1	/	8	8	-1	-21	/	/
31	CCC(=O)Nc1ccc2c(c1)C(=O)N(C)[C@H]1CC[C@H](CC(=O)NCC3CC3)O[C@H]1CO2	-5	3	-2	-2	-1	-6	0	-11
32	C[C@H]1CN([C@@H](C)CO)S(=O)(=O)c2ccc(C#CCN(C)C)cc2O[C@@H]1CN(C)C(=O)CC1CC1	-9	7	0	2	0	2	7	/
33	CN1C(=O)c2cc(NS(=O)(=O)c3cccc(F)c3)ccc2OC[C@H]2O[C@@H](CC(=O)N3CCc4ccccc4C3)CC[C@@H]21	/	1	5	/	-7	0	0	2
34	O=C(NCc1ccncc1)c1ccc(NS(=O)(=O)c2ccccc2)cc1	1	/	/	-1	-16	-14	-3	/
35	Cc1noc(/C=C/N(C)C)c1S(=O)(=O)N1CCc2ccccc21	-14	/	6	1	10	40	6	0
36	C[C@@H]1CN([C@@H](C)CO)C(=O)c2cccc(NC(=O)CCCCCC(=O)Nc3ccccc3N)c2O[C@@H]1CN(C)S(=O)(=O)c1cn(C)cn1	8	3	2	-2	-1	-6	/	0
37	COC(=O)C[C@H]1CC[C@@H]2[C@H](COc3ccc(NS(C)(=O)=O)cc3C(=O)N2C)O1	/	9	1	/	-25	-11	2	-4
38	CC(C)Oc1ccc(S(=O)(=O)N2CCOCC2)cc1NC(=O)CC1CCCC1	-5	11	4	0	18	-4	/	-3
39	CSc1nnc2n(C)c3c(c(=O)n12)C1(CCCC1)Cc1ccccc1-3	3	10	/	1	18	12	2	3
40	Cc1noc(C)c1NC(=O)Nc1ccc2c(c1)C(=O)N([C@H](C)CO)C[C@H](C)[C@@H](CN(C)C(=O)Nc1ccc(C(F)(F)F)cc1)OCCCC[C@@H](C)O2	-2	3	6	-2	-11	-22	-1	1
41	CC1CN(C(=O)CCC(=O)NCCCc2ccccc2)c2ccccc2O1 (stereo unspecified)	1	-3	1	3	14	-4	1	1
42	C=Cn1cc(CNC[C@H]2O[C@@H](n3ccc(N)nc3=O)[C@H](O)[C@@H]2O)c(C)n1	-9	-11	-1	11	2	-31	5	7
43	O=C(C[C@@H]1CC[C@@H]2[C@H](COC[C@@H](O)CN2Cc2cccc(-c3ccncc3)c2)O1)N1CCOCC1	8	-3	25	1	10	5	4	-5
44	CCOC(=O)C1=C(C)N[C@@]2(O)c3ccccc3C(=O)[C@@]12O	8	3	/	/	/	3	-3	-13
45	CCOC(=O)CNC(=O)c1sc(NC(=O)/C=C/c2ccccc2)nc1C	-9	-5	0	/	-1	-7	10	5
46	CCCCCCC(=O)Nc1nc(C)c(-c2csc(Nc3cc(Cl)ccc3OC)n2)s1	-5	-15	7	-1	-2	8	-2	2
47	CC1(C)Cc2nc(-c3ccccc3)nc(SCC(O)CO)c2CO1 (stereo unspecified)	-7	-12	6	/	-4	15	-1	-4
48	CCCOc1ccc(NC(=O)C2CC(=O)N(C(C)C)C2)cc1 (stereo unspecified)	/	11	/	/	/	-8	-2	0

# Compound profiles, as listed above:
# COc1cccc(C#Cc2ccc3c(c2)O[C@H](CN(C)C(C)=O)[C@@H](C)CN([C@@H](C)CO)S3(=O)=O)c1 as listed: S100A4 MyoIIA: -13; PGC1a acetyl inh: -8; EWS-Fli inh: -11; ERAP1 inh: -1; LGR2 inh: -15; PAX8 reporter: /; PglD DTNB: 0; FN deposition inh: -4
# CCNC(=O)[C@H]1[C@H](CO)[C@H]2Cn3c(ccc(-c4cccnc4)c3=O)[C@@H]1N2Cc1ccccc1 as listed: S100A4 MyoIIA: 3; PGC1a acetyl inh: /; EWS-Fli inh: 6; ERAP1 inh: 0; LGR2 inh: -15; PAX8 reporter: 1; PglD DTNB: 0; FN deposition inh: /
